Mdm2-MdmX inh = inhibitors of human Mdm2/MdmX interaction; SaOS-2 split-luciferase Mdm2/MdmX complementation, luminescence; inhibition, % at 8 µM; 3% of 330,000 active; AID 485346;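 active = inhibition of at least 50% at 8 µM in the primary screen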
Target sequence (O15151 whole entry, looked up): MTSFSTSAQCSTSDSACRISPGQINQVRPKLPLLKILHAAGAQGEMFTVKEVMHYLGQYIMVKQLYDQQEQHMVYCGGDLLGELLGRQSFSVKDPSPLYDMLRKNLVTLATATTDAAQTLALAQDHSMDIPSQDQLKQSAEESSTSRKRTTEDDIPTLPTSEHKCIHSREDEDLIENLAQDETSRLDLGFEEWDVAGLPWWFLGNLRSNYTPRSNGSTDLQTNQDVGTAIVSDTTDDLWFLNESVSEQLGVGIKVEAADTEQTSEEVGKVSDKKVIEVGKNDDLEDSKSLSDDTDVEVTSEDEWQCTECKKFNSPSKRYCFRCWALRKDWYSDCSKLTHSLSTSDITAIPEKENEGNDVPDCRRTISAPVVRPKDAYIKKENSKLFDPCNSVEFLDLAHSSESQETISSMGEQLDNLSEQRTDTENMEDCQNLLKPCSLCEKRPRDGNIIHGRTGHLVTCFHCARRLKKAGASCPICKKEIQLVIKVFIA
Target sequence (Q00987 whole entry, looked up): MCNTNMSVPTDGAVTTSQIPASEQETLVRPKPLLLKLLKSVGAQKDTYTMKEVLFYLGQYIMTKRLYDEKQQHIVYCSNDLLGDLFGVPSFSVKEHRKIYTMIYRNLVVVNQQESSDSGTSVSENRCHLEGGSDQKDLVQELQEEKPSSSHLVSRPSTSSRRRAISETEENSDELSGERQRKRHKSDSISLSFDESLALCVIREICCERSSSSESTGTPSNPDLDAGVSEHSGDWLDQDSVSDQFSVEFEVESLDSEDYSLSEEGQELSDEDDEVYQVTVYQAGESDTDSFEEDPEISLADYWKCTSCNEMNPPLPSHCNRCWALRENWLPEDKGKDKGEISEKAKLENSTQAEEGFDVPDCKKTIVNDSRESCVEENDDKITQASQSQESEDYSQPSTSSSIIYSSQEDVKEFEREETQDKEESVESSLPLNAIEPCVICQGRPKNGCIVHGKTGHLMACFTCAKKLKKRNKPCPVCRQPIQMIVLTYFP
APJ antagonist = blocks the human apelin receptor APJ; P35414; CHO-K1 APJ beta-arrestin complementation, luminescence; inhibition, % at 20 µM; 0.32% of 330,000 active; AID 2521;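 active = inhibition above about 40% at 20 µM, limit read from the data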;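 also: cells challenged with 10 nM apelin-13 agonist together with compound; plate controls were apelin-13 plus DMSO wells for no effect and DMSO wells lacking apelin-13 for full effect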
Jurkat NFkB inh = inhibitors of the PMA/ionomycin-induced NF-kB reporter in Jurkat cells; PMA/ionomycin-induced NF-kB luciferase reporter, luminescence; inhibition, % at 4 µM; 0.53% of 330,000 active; in the data active = inhibition above about 50%
697 NFkB inh = lowers PMA/ionomycin-induced NF-kB signal in 697 B cells. 697 B-cell NF-kB luciferase reporter, 16 h. inhibition, % at 4 µM. 0.33% of 330,000 active. AID 435022; in the data active = inhibition above about 35%
UPR CHOP act = apoptotic UPR (CHOP) activation; CHO-CHOP luciferase reporter, luminescence; percent of tunicamycin response over DMSO baseline; activation, % at 10 µM; 0.34% of 330,000 active; AID 449763;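 active = at 10 µM dose, activation of 40% or more, normalized to positive control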;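 also: 100% = tunicamycin at 10 µg/mL and 0% = DMSO alone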
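Material: CHO-CHOP cells, stable luciferase reporter of PERK-eIF2a-CHOP signalling; quantity: 500 reporter cells seeded per well; buffer or medium: F12 medium containing 10% fetal bovine serum; compound: one dose, 10 µM in 0.5% DMSO; incubation: 6 h compound treatment, 37 °C; measured by: Steady-Glo luciferase luminescence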
APJ ag = activates the human apelin receptor APJ; CHO-K1 APJ PathHunter beta-arrestin, luminescence; 0% DMSO wells, 100% apelin; activation, % at 20 µM; 0.11% of 330,000 active; P35414;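 active = activation more than six SD over the plate average, tested at 20 µM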;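 also: 0% = DMSO alone and 100% = apelin-13 at 10 nM; some results filed as inactive read as strong as hits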
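assay system = CHO-K1 APJ beta-arrestin complementation cell line | input = cell density 1000 per well | dosing = compound 20 µM once, DMSO 1% | timing = compound 90 min 25 °C, reagent 1 h | measured by = luminescence from split beta-galactosidase complementation, Galacton Star/Emerald II substrate | read-out basis = APJ agonist activity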
UPR XBP1 act = activators of adaptive arm of unfolded protein response (XBP1); 0.33% of 330,000 active; AID 463104; CHO-XBP1 luciferase reporter, IRE1-XBP1 UPR activation, luminescence; percent of tunicamycin response, DMSO as zero; activation, % at 20 µM;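 active = versus positive control, 20 µM dose yields 30% or more activation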;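 also: 100% = tunicamycin at 10 µg/mL and 0% = DMSO only wells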
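Assay system: CHO-XBP1 luciferase reporter cells; Schedule: 6 h treatment, 37 °C; Detection: glow luminescence from Steady-Glo reagent; Benchmarks: high control tunicamycin 10 µg/mL final, low control DMSO vehicle only.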
tim23-1 inh = growth inhibitors of tim23-1 mutant yeast. S. cerevisiae tim23-1 growth, BacTiter-Glo luminescence, 24 h. inhibition, % at 20 µM. 1.3% of 330,000 active. AID 463212;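 active = growth inhibition of the mutant yeast at or above 50%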;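 also: temperature-sensitive mutant grown at 25 °C; plate controls were DMSO-treated mutant yeast for no effect and medium wells lacking yeast for full effect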
Starred values were filed as active, the others as inactive.

Results for CCCCC(C(=O)NC(C)c1ccccc1)C(=O)NC(C)c1ccccc1 (stereo not given) ?
Mdm2-MdmX inh: 15; APJ antagonist: 17; Jurkat NFkB inh: 10; 697 NFkB inh: 13; UPR CHOP act: 0.2; APJ ag: -2; UPR XBP1 act: -1; tim23-1 inh: 17

Results for Cc1ccc(NC(=O)c2ccc(Cl)c(S(=O)(=O)NCc3ccco3)c2)c(O)c1 ?
Mdm2-MdmX inh: 8; APJ antagonist: -4; Jurkat NFkB inh: -9; 697 NFkB inh: -3; UPR CHOP act: -0.2; APJ ag: -7; UPR XBP1 act: -1; tim23-1 inh: 16

Results for Cc1nc(C(=O)Nc2ccccc2)sc1C(=O)Nc1ccccc1 ?
Mdm2-MdmX inh: -51; APJ antagonist: -5; Jurkat NFkB inh: -52; 697 NFkB inh: -54; UPR CHOP act: 4.7; APJ ag: 0; UPR XBP1 act: -2; tim23-1 inh: 18

How did Cc1cccc(C)c1NC(=O)C(Cl)=C(Cl)Cl do in these assays?
Mdm2-MdmX inh: 25; APJ antagonist: 13; Jurkat NFkB inh: 14; 697 NFkB inh: -22; UPR CHOP act: -4.2; APJ ag: 1; UPR XBP1 act: 0; tim23-1 inh: 19

Results for COC(=O)c1sccc1NC(=S)N1CCCCC1 ?
Mdm2-MdmX inh: 17; APJ antagonist: 11; Jurkat NFkB inh: -7; 697 NFkB inh: 3; UPR CHOP act: 1.2; APJ ag: -3; UPR XBP1 act: 1; tim23-1 inh: 13

What do the screens show for `O=C1NN(c2ccc(Br)cc2)C(=O)/C1=C\c1ccc(O)cc1O`?
Mdm2-MdmX inh: 14; APJ antagonist: 20; Jurkat NFkB inh: -9; 697 NFkB inh: -6; UPR CHOP act: -1.2; APJ ag: -7; UPR XBP1 act: -6; tim23-1 inh: 27

Results for CN(CC(=O)Nc1ccc(F)cc1)C(=O)CSc1ncccn1 ?
Mdm2-MdmX inh: 2; APJ antagonist: 4; Jurkat NFkB inh: 12; 697 NFkB inh: 10; UPR CHOP act: 0.1; APJ ag: -3; UPR XBP1 act: 0; tim23-1 inh: 8

Results for COC1=CC(=O)C[C@@H](C)[C@]12Oc1c(Cl)c(OC)cc(OC)c1C2=O ?
Mdm2-MdmX inh: 0; APJ antagonist: 20; Jurkat NFkB inh: 15; 697 NFkB inh: 6; UPR CHOP act: 0.2; APJ ag: -1; UPR XBP1 act: -5; tim23-1 inh: 11

What do the screens show for `Cc1ccc2c(cnn2C(=O)CCCC(=O)NC(C)c2ccccc2)c1` (stereo not given)?
Mdm2-MdmX inh: 10; APJ antagonist: 15; Jurkat NFkB inh: 4; 697 NFkB inh: -65; UPR CHOP act: -1.1; APJ ag: 0; UPR XBP1 act: -1; tim23-1 inh: 24

Results for CCC(=O)Nc1ccc(NC(=S)NC(=O)c2cc3ccccc3o2)cc1 ?
Mdm2-MdmX inh: -7; APJ antagonist: 19; Jurkat NFkB inh: 7; 697 NFkB inh: -7; UPR CHOP act: 3.1; APJ ag: -3; UPR XBP1 act: 2; tim23-1 inh: 4

What do the screens show for `CCCc1nnc(SCC(=O)Nc2cc(C)on2)n1CCOC`?
Mdm2-MdmX inh: -21; APJ antagonist: -7; Jurkat NFkB inh: -3; 697 NFkB inh: 13; UPR CHOP act: 1.4; APJ ag: 2; UPR XBP1 act: -4; tim23-1 inh: -7

Results for CCc1ccccc1NC(=O)CN1CCN(C(=O)CNC(=O)c2ccc(-c3ccccc3)cc2)CC1 ?
Mdm2-MdmX inh: 50*; APJ antagonist: -7; Jurkat NFkB inh: 26; 697 NFkB inh: -1; UPR CHOP act: 0.8; APJ ag: 0; UPR XBP1 act: -1; tim23-1 inh: 14

Entries above that contain a Cl atom:
Results for Cc1ccc(NC(=O)c2ccc(Cl)c(S(=O)(=O)NCc3ccco3)c2)c(O)c1 ?
Mdm2-MdmX inh: 8; APJ antagonist: -4; Jurkat NFkB inh: -9; 697 NFkB inh: -3; UPR CHOP act: -0.2; APJ ag: -7; UPR XBP1 act: -1; tim23-1 inh: 16

How did Cc1cccc(C)c1NC(=O)C(Cl)=C(Cl)Cl do in these assays?
Mdm2-MdmX inh: 25; APJ antagonist: 13; Jurkat NFkB inh: 14; 697 NFkB inh: -22; UPR CHOP act: -4.2; APJ ag: 1; UPR XBP1 act: 0; tim23-1 inh: 19

Results for COC1=CC(=O)C[C@@H](C)[C@]12Oc1c(Cl)c(OC)cc(OC)c1C2=O ?
Mdm2-MdmX inh: 0; APJ antagonist: 20; Jurkat NFkB inh: 15; 697 NFkB inh: 6; UPR CHOP act: 0.2; APJ ag: -1; UPR XBP1 act: -5; tim23-1 inh: 11

(more compounds)
How did COc1cc(S(=O)(=O)NCc2ccc3c(c2)OCO3)c(OC)cc1C do in these assays?
Mdm2-MdmX inh: 21; APJ antagonist: 7; Jurkat NFkB inh: -1; 697 NFkB inh: -4; UPR CHOP act: 0.2; APJ ag: -2; UPR XBP1 act: 1; tim23-1 inh: 21

How did O=C1CCCC(O)=C1C=NCc1ccccc1 do in these assays?
Mdm2-MdmX inh: -16; APJ antagonist: -11; Jurkat NFkB inh: -7; 697 NFkB inh: 8; UPR CHOP act: 1.0; APJ ag: -5; UPR XBP1 act: 0; tim23-1 inh: 1

Results for CC(NC(=O)c1ccccc1Cl)C(=O)O (stereo not given) ?
Mdm2-MdmX inh: 12; APJ antagonist: -24; Jurkat NFkB inh: -16; 697 NFkB inh: -19; UPR CHOP act: -2.0; APJ ag: 0; UPR XBP1 act: 2; tim23-1 inh: -6

How did Nn1c(SCC(=O)Nc2c(F)cc(F)cc2Br)nnc1C1CCCCC1 do in these assays?
Mdm2-MdmX inh: 3; APJ antagonist: 2; Jurkat NFkB inh: -7; 697 NFkB inh: 7; UPR CHOP act: 1.2; APJ ag: -4; UPR XBP1 act: -5; tim23-1 inh: 9

How did CCC(C(=O)OCC(=O)N(C)c1c(N)n(Cc2ccccc2)c(=O)[nH]c1=O)c1ccccc1 (stereo not given) do in these assays?
Mdm2-MdmX inh: 22; APJ antagonist: 13; Jurkat NFkB inh: 1; 697 NFkB inh: 22; UPR CHOP act: 0.6; APJ ag: -4; UPR XBP1 act: -5; tim23-1 inh: -5

What do the screens show for `CCOC(=O)CNc1nc(Cl)nc(N2CCCCC2)n1`?
Mdm2-MdmX inh: -6; APJ antagonist: 10; Jurkat NFkB inh: 0; 697 NFkB inh: -7; UPR CHOP act: -1.2; APJ ag: -2; UPR XBP1 act: 0; tim23-1 inh: 9

Results for CC(O)CNc1nc2c(c(=O)n(Cc3ccc(Cl)c(Cl)c3)c(=O)n2C)n1C (stereo not given) ?
Mdm2-MdmX inh: 14; APJ antagonist: 20; Jurkat NFkB inh: -9; 697 NFkB inh: -4; UPR CHOP act: 1.0; APJ ag: 1; UPR XBP1 act: -2; tim23-1 inh: 17

What do the screens show for `COc1ccccc1C1=Nn2c(nnc2C2CCCCC2)SC1`?
Mdm2-MdmX inh: -10; APJ antagonist: 11; Jurkat NFkB inh: 5; 697 NFkB inh: -49; UPR CHOP act: 2.4; APJ ag: -2; UPR XBP1 act: 1; tim23-1 inh: 16

Results for O=C(CSc1ccc(-c2cccnc2)nn1)Nc1ccccc1 ?
Mdm2-MdmX inh: 7; APJ antagonist: -18; Jurkat NFkB inh: 7; 697 NFkB inh: -15; UPR CHOP act: 0.4; APJ ag: 4; UPR XBP1 act: -3; tim23-1 inh: 23

What do the screens show for `Cc1nnc2c(Oc3ccccc3)nc3ccccc3n12`?
Mdm2-MdmX inh: 16; APJ antagonist: -1; Jurkat NFkB inh: 12; 697 NFkB inh: 7; UPR CHOP act: -1.9; APJ ag: 2; UPR XBP1 act: -1; tim23-1 inh: 3

How did CN(Cc1ccccc1)S(=O)(=O)c1ccc(Cl)c(C(=O)OCC(=O)NC2CCS(=O)(=O)C2)c1 (stereo not given) do in these assays?
Mdm2-MdmX inh: 13; APJ antagonist: -4; Jurkat NFkB inh: -15; 697 NFkB inh: 13; UPR CHOP act: 0.4; APJ ag: -1; UPR XBP1 act: 1; tim23-1 inh: -4

Results for C[C@]12C=CC(=O)C=C1CC[C@@H]1C2[C@@H](O)C[C@@]2(C)C1CC[C@]2(O)C(=O)COC(=O)CCC(=O)O (stereo not given in full) ?
Mdm2-MdmX inh: -2; APJ antagonist: -9; Jurkat NFkB inh: -1; 697 NFkB inh: 15; UPR CHOP act: -0.1; APJ ag: -3; UPR XBP1 act: 3; tim23-1 inh: 16

Results for Cc1cc(C)cc(N=C2NC(=O)/C(=C/c3cccs3)S2)c1 ?
Mdm2-MdmX inh: 7; APJ antagonist: 2; Jurkat NFkB inh: -7; 697 NFkB inh: 8; UPR CHOP act: 0.4; APJ ag: -3; UPR XBP1 act: 1; tim23-1 inh: 13

What do the screens show for `CCOc1ccccc1C1NC(=O)NC(C)=C1C(=O)OC1CCCC1C` (stereo not given)?
Mdm2-MdmX inh: 8; APJ antagonist: -2; Jurkat NFkB inh: -4; 697 NFkB inh: 19; UPR CHOP act: 0.6; APJ ag: 2; UPR XBP1 act: -2; tim23-1 inh: 11

What do the screens show for `CCCn1nnnc1SCC(=O)N1CCCC1`?
Mdm2-MdmX inh: 2; APJ antagonist: -11; Jurkat NFkB inh: -19; 697 NFkB inh: -23; UPR CHOP act: 1.0; APJ ag: 6; UPR XBP1 act: 1; tim23-1 inh: 11

Results for Cc1nn(C(C)C(=O)NNC(=S)Nc2ccc(F)cc2)c(C)c1[N+](=O)[O-] (stereo not given) ?
Mdm2-MdmX inh: 18; APJ antagonist: 2; Jurkat NFkB inh: -5; 697 NFkB inh: 16; UPR CHOP act: -2.1; APJ ag: -5; UPR XBP1 act: -2; tim23-1 inh: 20

What do the screens show for `COC(=O)c1cc(=O)n(C2CC2)c(=NC2CC2)s1`?
Mdm2-MdmX inh: -7; APJ antagonist: 6; Jurkat NFkB inh: 1; 697 NFkB inh: -34; UPR CHOP act: -1.5; APJ ag: 1; UPR XBP1 act: 1; tim23-1 inh: 13
